# Screens from PubChem.
# Shiga toxin inh – inhibitors of Shiga toxin in Vero cells | Vero cells, Shiga toxin protein synthesis inhibition reporter | inhibition, % at 38.7 µM | 290,000 tested, 9.2% active | AID 2315; in the data active = inhibition mostly above about 28%, no sharp cut-off; inactive = mostly below about 43%; note: 0% is about no effect
# Pf growth 96h – inhibits malaria parasite growth, 96 h; P. falciparum luciferase reporter growth, 96 h; Potency, µM (titrated, usually from 28.7 µM), for inactives: at the highest dose activity change, negative = inhibition, most hits filed as inhibitors; 320,000 tested, 6.9% active; AID 504834; note: potency is the fitted concentration of half-maximal effect; % is set by controls: 0 for no effect and ±100 for the full control effect
#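 Erythrocytes infected with luciferase-expressing P. falciparum were dispensed at 2% hematocrit and 0.05% parasitemia (final), then incubated with compounds 96 hours at 37 C in 5% CO2. Luminescence after detection reagent addition reported growth.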
# Cycloheximide cs – counter-screen for Shiga toxin inhibitors: cycloheximide protein synthesis inhibition | max response, % | 300,000 tested, 12% active | AID 2314 | cell reporter, cycloheximide protein synthesis inhibition counterscreen; in the data active = max response mostly above about 13%, no sharp cut-off; inactive = mostly below about 14%; note: read at 38.3 µM for the half of the compounds with a filed dose; 0% is about no effect
# Pf growth 48h – P. falciparum growth inhibition at 48 hours (one generation); AID 504832; 310,000 tested, 5.9% active; P. falciparum luciferase growth in erythrocytes, 48 h; Potency, µM (top dose mostly 28.7 µM), without a hit: top-dose activity change, negative = inhibition, hits mostly inhibitors; note: potency is the fitted concentration of half-maximal effect; % is set by controls: 0 for no effect and ±100 for the full control effect
#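 Read-out is firefly luciferase luminescence from an integrated reporter in P. falciparum, so falling signal marks reduced parasite growth. Infected erythrocytes were at 2% hematocrit and 0.1% parasitemia (final) in Albumax-supplemented RPMI 1640.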
# AmpC no deterg – AmpC beta-lactamase inhibition without detergent. P00811. AmpC nitrocefin hydrolysis, absorbance 480 nm, 0.0001% Triton. 330,000 tested, 0.52% active. AID 485341. Potency, µM (top dose mostly 57.1 µM), for the others: top-dose activity change, negative = inhibition, usual class: inhibitors;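 note: potency is the fitted concentration of half-maximal effect; plate controls were no compound for no effect and no enzyme for full effect; nearly all actives have a fitted effect of over 20% in size; some results filed as inactive show a strong effect at the top dose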
# Target sequence (P00811 whole entry, looked up): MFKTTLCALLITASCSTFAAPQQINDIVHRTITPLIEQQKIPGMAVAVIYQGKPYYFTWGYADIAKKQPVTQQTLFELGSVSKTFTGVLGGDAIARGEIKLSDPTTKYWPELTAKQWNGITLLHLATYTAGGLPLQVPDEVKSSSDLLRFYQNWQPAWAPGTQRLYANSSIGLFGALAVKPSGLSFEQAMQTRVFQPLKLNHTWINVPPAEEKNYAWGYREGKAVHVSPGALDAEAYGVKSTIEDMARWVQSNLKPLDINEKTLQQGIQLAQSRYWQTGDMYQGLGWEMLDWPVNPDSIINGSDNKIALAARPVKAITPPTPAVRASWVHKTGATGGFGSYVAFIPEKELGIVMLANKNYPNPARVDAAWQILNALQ
#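 AmpC (5.3 nM in the dispensed reagent) in 20 mM phosphate pH 7.0 with 0.01% (detergent screen) or 0.0001% Triton X-100 was preincubated with compounds for 15 min at room temperature. Nitrocefin was then added from an 800 uM solution, and hydrolysis was followed at 480 nm.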
# Tb PYK inh – inhibitors of Trypanosoma brucei pyruvate kinase. Q57TT1. TbPYK enzyme, Kinase-Glo Plus ATP luminescence, 45 min. Potency, µM (highest dose often 76.8 µM), inactives show top-dose activity, negative = inhibition, hits mostly inhibitors. 410,000 tested, 0.12% active. AID 624173; note: potency is the fitted concentration of half-maximal effect; % is set by controls: 0 for no effect and ±100 for the full control effect; nearly all actives have a fitted effect of over 50% in size
#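 Screened from lowest to highest concentration, compounds were pinned into TbPYK/substrate mixtures, and ADP (130 uM final) was added. Plates sat at room temperature for 45 min prior to Kinase-Glo Plus detection by luminescence.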
# LmPK inhibitor – blocks Leishmania mexicana pyruvate kinase activity. Q27686. purified LmPK, Kinase-Glo ATP luminescence, 1 h. Potency, µM (titrated, usually from 57.5 µM), inactives show top-dose activity change, negative = inhibition, hits mostly inhibitors. 290,000 tested, 0.37% active. AID 1721; note: potency is the fitted concentration of half-maximal effect; % is set by controls: 0 for no effect and ±100 for the full control effect
# Target sequence (Q27686 whole entry, looked up): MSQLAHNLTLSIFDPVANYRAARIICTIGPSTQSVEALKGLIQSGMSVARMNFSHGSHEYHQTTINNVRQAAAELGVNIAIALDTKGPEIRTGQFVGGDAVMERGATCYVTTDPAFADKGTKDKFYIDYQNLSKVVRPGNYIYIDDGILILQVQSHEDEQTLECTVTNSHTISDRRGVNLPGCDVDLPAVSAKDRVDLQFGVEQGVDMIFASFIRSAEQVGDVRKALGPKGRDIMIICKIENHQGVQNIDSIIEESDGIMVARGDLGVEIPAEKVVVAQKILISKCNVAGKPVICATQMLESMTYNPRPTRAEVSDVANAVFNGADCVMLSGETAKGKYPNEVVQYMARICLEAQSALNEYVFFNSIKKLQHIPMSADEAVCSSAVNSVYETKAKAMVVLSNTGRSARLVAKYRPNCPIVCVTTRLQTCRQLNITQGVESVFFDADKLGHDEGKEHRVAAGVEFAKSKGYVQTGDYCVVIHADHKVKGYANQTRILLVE
#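 Purified LmPK (0.1 nM) converted ADP (0.1 mM) to ATP with PEP (0.5 mM) in imidazole buffer pH 7.2 with KCl and MgCl2, 1 h at room temperature. ATP was read by Kinase-Glo luminescence; data normalized to uninhibited and no-enzyme controls.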
# An asterisk follows results filed as active; ? = inconclusive; / = not tested or not shown; & = joins results of further samples; [ ] = dose if it differs, or a comment. Unless noted, calls come from the whole dose curve; as a rule, active = well fitted curve in the direction sought with a large enough effect; inconclusive = small, poorly fitted or top-dose-only effect, or another doubt; inactive = no such curve, though single readings can be large; an effect the other way counts as inactive or inconclusive.
SMILES,Shiga toxin inh,Pf growth 96h,Cycloheximide cs,Pf growth 48h,AmpC no deterg,Tb PYK inh,LmPK inhibitor
N=C1C(c2ccccc2)=C(O)CN1c1cccc(S(=O)(=O)NCc2ccco2)c1,-5,16%,-3,1%,-23%,1%,6%
CCNC(=O)NC(=O)COC(=O)CNC(=O)COc1ccccc1,-12,16%,-2,11%,-9%,-4%,0%
Cc1cccnc1NC(=O)CCCNC(=O)c1ccc(Cl)cc1,/,16%,/,21%,-7%,0%,/
CCOC(=O)c1cc(NC(=O)CSCCO)ccc1Cl,-14,17%,-3,-40%,/,6%,0%
COc1cccc(N=c2oc3ccc(OC)cc3cc2-c2nc3ccccc3[nH]2)c1,94*,62%[activator],40*,76%[activator],/,0%,-12%
CCOc1ccc(C(C)=O)cc1COC(=O)C(C)N=C1NS(=O)(=O)c2ccccc21 (centres undefined),-4,-13%,-7,-5%,-15%,0%,2%
CC(=O)Nc1ccc(S(=O)(=O)NCC2(N3CCOCC3)CCCCC2)cc1,/,5%,/,-17%,-6%,8%,/
O=C(CCc1ccc(S(=O)(=O)N2CCOCC2)cc1)N1CCc2ccccc2C1,-24,?,3,?,43%,5%,4%
CCCCN=C1CC(C)(C)CC(=O)/C1=C(/O)CCC,-2,?,8,?,21%,1%,3%
CC(=O)Oc1ccc(N2C(=O)C3C4C=CC(CO)(O4)C3C2=O)cc1 (centres undefined),14,17%,16,/,-2%,?,7%
COc1ccc(S(=O)(=O)N2CCN(C(=O)c3ccc(=O)[nH]n3)CC2)cc1OC,/,18%,/,1%,-8%,-1%,/
OCCOc1ccc(CN2CCN(CCCc3ccccc3)C(CCO)C2)cc1 (centres undefined),7,19%,-3,-10%,8%,1%,-1%
CCCCn1c(N)c(N(CC)C(=O)CSc2nnnn2-c2cc(C)ccc2C)c(=O)[nH]c1=O,-6,?,7,?,43%,-1%,-1%
CSc1ccccc1NC(=O)c1ccccc1C,8,0%,9,2%,-6%,1%,1%
Nc1ccc(C(=O)N2CCN(S(=O)(=O)c3ccc(Br)cc3)CC2)cc1[N+](=O)[O-],/,8.3µM*,/,?,-37%,1%,/
COc1ccccc1NC(=O)c1cc(C(=O)O)ccc1C(=O)O,25,28%,-3,5%,-15%,4%,-4%
O=[N+]([O-])c1ccc(Cl)cc1CNc1ccc(F)c(F)c1,-8,8.3µM*,-1,3%,-39%,-5%,1%
Cc1csc(SCC(=O)Nc2ncc(Cl)c(C)c2Cl)n1,21*,0%,9,3%,-11%,-3%,5%
CCN(C(=O)COC(=O)c1cc(=O)[nH]c2ccccc12)C1CCS(=O)(=O)C1 (centres undefined),-7,?,0,?,5%,3%,-7%
Cc1snc2sc(C(=O)c3ccc(F)cc3)c(N)c12,77*,94%[activator],26*,9%,-24%,-2%,-4%
Cc1ccc(C)c(-n2c(C)cc(/C=N/NC(=O)c3c(C)nc4cc(C)ccn34)c2C)c1,8,?,4,?,108%[activator],-9%,3%
Cc1cccc(-c2nn(-c3ccccc3)cc2C(=O)N(C)CC(=O)Nc2ccc(N3CCOCC3)cc2)c1,/,11%,/,2%,1%,5%,/
COc1ccc(Cl)cc1NS(=O)(=O)c1ccc(S(=O)(=O)N2CCCC2)cc1,12,?,-1,?,7%,10%,39%
CC1=CC(C)(C)N2C(=O)C(=O)c3cc(OC(=O)c4ccco4)cc1c32,15,92%[activator],-5,-12%,-8%,-6%,-12%
CC(C)CNS(=O)(=O)c1ccc(OCC(=O)Nc2ccc3c(c2)OCO3)c(Cl)c1,-3,/,5,?,-2%,-3%,-1%
CCN1CCN(CCCNC(=O)c2ccc(CS(=O)c3ccc(Br)cc3)o2)CC1 (centres undefined),-1,-20%,-10,7%,-18%,-2%,-6%
Cn1c(=O)c2c(nc(CN3CCN(Cc4ccccc4)CC3)n2Cc2ccc(Cl)cc2)n(C)c1=O,-18,2.6µM*,-8,/,126%[activator],4%,2%
Cc1cc(C)cc(NS(=O)(=O)c2cccs2)c1,-10,-16%,-5,25%,-22%,-8%,-5%
O=C(c1ccc(N2CCCCC2)c([N+](=O)[O-])c1)N1CCN(S(=O)(=O)c2ccccc2)CC1,/,?,/,12µM*,30%,-3%,/
COc1ccc(NC(=O)CC2Sc3ncnn3C2=O)cc1 (centres undefined),-17,?,-2,22%,-1%,-22%,5%
COc1ccc(/C=C/C(=O)NCc2ccccn2)cc1OC,-6,-3%,12,?,3%,-1%,-3%
Clc1ccc(CNCCCSc2ncccn2)cc1Cl,1,?,2,31%,5%,-1%,2%
COc1ccc(Cl)cc1NC(=O)COc1ccc(S(=O)(=O)N2CCOCC2)cc1C,-12,23%,-6,34%[activator],-19%,-1%,-1%
Cc1ccc2oc(=O)n(Cc3ccccc3OC(C)C)c2c1,10,/,8,-3%,-20%,0%,-9%
Cc1nc2sc(C(c3cccs3)N3CCN(C(=O)c4ccco4)CC3)c(O)n2n1 (centres undefined),-8,-29%,-3,42%[activator],73%[activator],1%,6%
N#CC1=C(N)Oc2cc3ccccc3cc2C1c1cccnc1 (centres undefined),-12,?,-7,?,-14%,-5%,3%
COC(=O)CSc1nc(C2CC2)nc2ccccc12,-6,29%,-1,43%[activator],-8%,-4%,5%
COc1ccc2c(C(F)(F)F)cc(=O)oc2c1C,14,/,-2,4%,-24%,6%,6%
CC(C)Oc1cccc(C(=O)NC(=S)Nc2ccccc2)c1,120*,86%[activator],94*,266%[activator],-34%,-1%,2%
COc1cccc(CNC(=O)CCCC(=O)Nc2cccc([N+](=O)[O-])c2)c1,-12,?,-3,0%,-9%,2%,0%

# An excerpt from above in order of count of non-hydrogen atoms, low to high:
SMILES,Shiga toxin inh,Pf growth 96h,Cycloheximide cs,Pf growth 48h,AmpC no deterg,Tb PYK inh,LmPK inhibitor
CCNC(=O)NC(=O)COC(=O)CNC(=O)COc1ccccc1,-12,16%,-2,11%,-9%,-4%,0%
O=C(c1ccc(N2CCCCC2)c([N+](=O)[O-])c1)N1CCN(S(=O)(=O)c2ccccc2)CC1,/,?,/,12µM*,30%,-3%,/
Cn1c(=O)c2c(nc(CN3CCN(Cc4ccccc4)CC3)n2Cc2ccc(Cl)cc2)n(C)c1=O,-18,2.6µM*,-8,/,126%[activator],4%,2%

# Remaining list, next part.
SMILES,Shiga toxin inh,Pf growth 96h,Cycloheximide cs,Pf growth 48h,AmpC no deterg,Tb PYK inh,LmPK inhibitor
O=C(c1ccc2c(c1)C(=O)N(Cc1ccco1)C2O)N1CCOCC1 (centres undefined),-11,?,-8,/,-7%,2%,2%
C/C(N)=C(/C#N)C(=O)COC(=O)c1ccccc1C(=O)c1ccc(C)cc1,15,2%,3,-3%,2%,-7%,5%
CCN(C1CCCCC1)S(=O)(=O)c1cc(C)ccc1OC,-4,14%,0,?,-10%,-3%,3%
C=C(C)Cn1c(SCC(=O)O)nnc1-c1ccc(OC)cc1,-12,-6%,-5,/,-9%,-13%,-2%
Cc1cccc(C)c1Nc1ncnc2ccccc12,-5,-78%,-2,0%,-16%,-2%,-1%
N#C/C(=C/c1ccc(Sc2nc3ccccc3[nH]2)o1)c1ccccc1F,27,/,-2,7%,-45%,-3%,3%
Cn1c(O)c(C(c2ccccn2)c2c(O)n(C)c(=S)n(C)c2=O)c(=O)n(C)c1=S,29,8%,-2,6%,-42%,-23%,-1%
CCC1=NN(C(=O)c2ccc(Br)cc2)C(O)(c2ccccc2)C1 (centres undefined),-9,45%[activator],2,58%[activator],-27%,-3%,0%
Cc1nc2ccc(NC(=O)c3c(-c4ccccc4)noc3C)cc2s1,-9,?,-7,/,-3%,-1%,14%
CC(=O)C1=C(O)C(=O)N(CCc2c[nH]c3ccccc23)C1c1ccc(C)cc1 (centres undefined),-6,37%[activator],-3,-1%,-34%,-1%,-2%
CCN(CC)C(=O)Cn1cc(C(=O)C(=O)NCCc2ccc(S(N)(=O)=O)cc2)c2ccccc21,-8,?,-1,-13%,-13%,2%,6%
COc1ccc(C2(CNC(=O)c3cccc([N+](=O)[O-])c3)CCCCC2)cc1OC,-13,5.9µM*,-1,?,36%,5%,-2%
CC1=C(C(=O)OCCNC(=O)c2cccnc2)C(c2cccc([N+](=O)[O-])c2)C(C(=O)OCCN(C)C)=C(C)N1 (centres undefined),23,?,-1,-27%,-21%,1%,1%
CCCS(=O)(=O)c1ccc(COC(=O)c2cccc(NC(=O)C(C)C)c2)cc1,-24,?,8,?,-6%[2.29 µM],0%,2%
CC1(C(=O)OCC(=O)NC(=O)c2ccccc2)CC1(Cl)Cl (centres undefined),/,64%[activator],/,-3%,-15%,-17%,/
CC(C)(C)c1ccc(S(=O)(=O)N(CCCN2CCOCC2)Cc2cccs2)cc1,10,12%,-4,?,343%[activator],-6%&3%,0%
Cc1c(N/N=C(\C#N)C(=O)c2ccc(Cl)cc2)c(=O)n(-c2ccccc2)n1C,15,113%[activator],0,12µM*,-16%,-13%,4%
COc1cccc(C2c3[nH]c4ccccc4c3CCN2Cc2cnc(C)s2)c1OC (centres undefined),-2,?,-3,2.3µM*,73%[activator],-3%,5%
CCOC(=O)c1ccccc1NC(=O)CSc1nc2ccccc2n1CC(=O)N1CCCC1,-14,-17%,-2,1%,62%[activator],1%,6%
Cc1cc(C)cc(Nc2nc3ccc(C)cc3n3cnnc23)c1,-4,2%,-3,18%,-4%,7%,20%
CCOC(=O)c1cccc(NC(=O)COC)c1,20,39%[activator],1,/,-41%,4%,1%
Cc1ccc2c(c1)OC(c1ccc3c(c1)OCCO3)CC2=O (centres undefined),67*,208%[activator],29*,124%[activator],-19%,-1%,-2%
CCC(C)[C@@H](NC(=O)OC(C)(C)C)c1nnc(S(=O)(=O)Cc2cccc(C)c2)o1 (some centres undefined),77*,-9%,31*,-1%,14µM*,-4%,4%
C#CCOc1ccc2c3c(c(=O)oc2c1)CCCC3,/,308%[activator],14*,36%[activator],-32%,3%,-2%
Cc1c(NC(=O)c2ccc(S(=O)(=O)N(C)C)cc2)cccc1-n1cnnn1,/,-13%,/,-30%,-24%,0%,/
CNC(=S)N/N=C/c1ccc(N(C)C)cc1,77*,-87%,54*,40%[activator],-5%,-8%,-9%
COc1ccccc1-c1cc(C(=O)NCc2ccc(F)cc2)no1,35,-22%,1,-2%,-16%,3%,5%
COC(=O)CNC(=O)C12CC3(C)CC(C)(CC(C)(C3)C1)C2,-1,23%,-2,2%,14%,-6%,-5%
CC(=O)Nc1ccc2c(c1)CCCN2C(=O)c1ccccc1,-10,37%[activator],-3,7%,-14%,0%,-5%

# Reprinted from the results shown (three entries):
SMILES,Shiga toxin inh,Pf growth 96h,Cycloheximide cs,Pf growth 48h,AmpC no deterg,Tb PYK inh,LmPK inhibitor
CCOC(=O)c1cccc(NC(=O)COC)c1,20,39%[activator],1,/,-41%,4%,1%
Cc1ccc2c(c1)OC(c1ccc3c(c1)OCCO3)CC2=O (centres undefined),67*,208%[activator],29*,124%[activator],-19%,-1%,-2%
CCC(C)[C@@H](NC(=O)OC(C)(C)C)c1nnc(S(=O)(=O)Cc2cccc(C)c2)o1 (some centres undefined),77*,-9%,31*,-1%,14µM*,-4%,4%

# No enrichment for hits; overall some 22% were active at least once.
